M. tuberculosis: growth inhibition of non-replicating M. tuberculosis (AID 488890) | inhibition, % at 25 µM, or IC50 in µM where a hit was titrated | Mycobacterium tuberculosis non-replicating, growth inhibition; higher % means a stronger effect | 0.39% of 320,000 active; in the data active = a potency from the dose series; inconclusive = inhibition mostly from about 82% at the one dose, without a potency; inactive = the rest, 99 in 100 with inhibition below about 76%;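 note: plate controls were DMSO cells for no effect and high antibiotic wells for full effect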
influenza NS1A: H1N1 influenza NS1A inhibitors, functional cell based assay (AID 504329). NS1A functional cell-based assay, percent inhibition; higher % means a stronger effect. inhibition, % at 12.5 µM; hits with a dose series show IC50 in µM. 0.3% of 340,000 active; in the data active = a potency from the dose series; inconclusive = inhibition above about 27% without an active follow-up result; note: strong numbers were not always called active
H37Rv inhibition: M. tuberculosis growth inhibition, HTS (AID 449762); M. tuberculosis H37Rv growth inhibition, 7H9 media; higher % means a stronger effect; 0.59% of 330,000 active; one-dose inhibition, % at 25 µM; IC50 in µM for titrated hits; in the data active = a potency from the dose series; inconclusive = inhibition above about 70% without an active follow-up result;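 note: bacterial growth assessed after seven days of incubation; strong numbers were not always called active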
PhoP GFP inhibition: Inhibition of PhoP regulon, Salmonella typhi GFP reporter cells, confirmation, 4 h (AID 1850) | inhibition, % at 50 µM; hits with a dose series show IC50 in µM | Salmonella Typhi PhoP-promoter GFP reporter, fluorescence, 4 h; higher % means a stronger effect | 0.33% of 310,000 active; in the data active = a potency from the dose series; inconclusive = inhibition mostly from about 25% at the one dose, without a potency; inactive = the rest, 99 in 100 with inhibition below about 19%;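 note: 0% = induced wells with vehicle and 100% = uninduced wells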
VEEV TC-83 Vero: inhibitors of VEEV TC-83 cytopathic effect, confirmation, Vero cells (AID 588727); Vero cells, VEEV TC-83 cytopathic effect inhibition; higher % means a stronger effect; one-dose inhibition, % at 20 µM; IC50 in µM for titrated hits; 0.13% of 350,000 active; in the data active = a potency from the dose series; inconclusive = inhibition mostly from about 14% at the one dose, without a potency; inactive = the rest, 99 in 100 with inhibition below about 12%; note: strong numbers were not always called active
VEEV TC-83 Vero 10K pilot screen: second read-out of VEEV TC-83 Vero, no call of its own (marks repeat the call); inhibition, %; measured here: 10K pilot screen inhibition
* = called active by the depositor; i = inactive; ? = inconclusive; · = not tested or not shown.

SMILES	M. tuberculosis	influenza NS1A	H37Rv inhibition	PhoP GFP inhibition	VEEV TC-83 Vero	others
Cc1csc(N2C(=O)C3C4CCC(O4)C3C2=O)n1 (centres undefined)	·	-25%	·	·	2.9%
Cc1ccc(C(=O)N2CCSC2=S)cc1	10%	-8%	5%	4%	0.3%
Cc1cc(C)nc(NC(=O)CSc2nc3ccccc3s2)n1	77%	21%	?	12%	1.1%
Cc1cccc(C)c1NC(=O)N1CCC(N2CCCCC2)CC1	-1%	9%	0%	1%	0.9%
C/C=C(\C)C(=O)OC1CC(C)(C)C[C@H]2C3=CC[C@@H]4[C@@]5(C)CCC(O[C@@H]6O[C@@H](C(=O)O)[C@@H](O)C(O[C@@H]7OC[C@H](O)[C@@H](O)[C@@H]7O[C@@H]7OC(CO)C(O)[C@@H](O)[C@@H]7O)C6O[C@@H]6OC(CO)C(O)C(O)C6O)[C@@](C)(CO)[C@@H]5CC[C@]4(C)[C@]3(C)CC(O)[C@@]12CO (some centres undefined)	0%	-14%	-7%	·	i
CC(=O)C1=C(O)C(=O)N(Cc2ccccc2)C1c1cccs1 (centres undefined)	5%	22%	-7%	6%	1.8%
O=c1c2[nH]c3ccccc3c2ncn1C1CCCCC1	1%	-3%	-4%	-6%	6.8%
CCOc1ccc(OCC)c(NC(=O)CSc2nc3c(c(=O)n(C)c(=O)n3C)n2CC)c1	-12%	10%	1%	4%	i
O=C(N/N=C/c1ccc[nH]1)c1ccncc1	2.2µM*	-3%	?	-4%	0.9%
O=C(N/N=C/c1cccs1)c1c[nH]c2ccccc12	0%	-3%	4%	7%	3.1%
O=C1[C@@H]2[C@H](C(=O)N1O)[C@H]1C=C[C@@H]2C1	-2%	8%	-6%	-1%	i
O=C(NNS(=O)(=O)c1ccc([N+](=O)[O-])cc1)c1ccc2ccccc2c1O	8%	-7%	-4%	-3%	0.1%
COc1ccc(NC(=O)Cn2c(=O)oc3cc(Cl)ccc32)c(OC)c1	-12%	-11%	2%	-4%	2.6%
CCCCCCCCN=C1NC(=O)CS1	65%	0%	3%	0%	0.2%
O=C(NC(Cc1cnc[nH]1)C(=O)O)c1ccccc1 (centres undefined)	-2%	13%	-3%	-2%	0.2%
CCOc1ccc(CN2CCN(Cc3ccon3)CC2CCO)cc1 (centres undefined)	13%	-8%	5%	-6%	1.0%
O=C(CN1C(=O)c2ccccc2S1(=O)=O)NCCSc1ccccc1	2%	-15%	-8%	-6%	i
Cc1cc(C)c2c(CC(=O)NNC(=O)c3ccccc3)coc2c1	26%	-7%	-12%	-7%	0.1%
CCn1c(SCc2ccc([N+](=O)[O-])cc2)nnc1C(C)NC(=O)c1ccccc1Br (centres undefined)	-8%	-14%	-5%	-2%	i
Cc1cc(/C(N)=N/OC(=O)c2ccccc2Cl)no1	34%	·	3%	7%	3.9%
Cc1ccc(CCNC(=O)CCSCc2ccc(Cl)cc2)cc1	?	-2%	7%	3%	i
O=C(NCCCN1CCOCC1)c1cc(Cl)ccc1Cl	-19%	0%	-4%	3%	i
COc1ccc(O)c(CN2CCCC(C(=O)c3sccc3C)C2)c1 (centres undefined)	15%	3%	-3%	-10%	2.1%
CCc1cccc(CC)c1NC(=O)COC(=O)C1(c2ccc(Cl)cc2)CCCC1	-3%	-8%	12%	6%	1.0%
Cc1nn(-c2nnc(C)c(=O)[nH]2)c(C)c1SCC(=O)Nc1ccc(C(C)C)cc1	44%	-2%	-7%	3%	1.0%
COc1ccc(-n2c(Cc3cccn3C)nnc2SCC(=O)Nc2ccc(C(C)=O)cc2)cc1	-6%	4%	-3%	-1%	0.0%
O=C(c1cnc2ccccc2n1)N1CCN(c2ccc(C(F)(F)F)cn2)CC1	12%	8%	7%	3%	1.9%
Cc1ccc(O)c(N=Nc2ccccc2)n1	9%	7%	?	-5%	i
CC(C)(C)NC(=O)c1ccc2c(c1)N(CC(=O)NC1CCCC1)C(=O)C(C)(C)O2	-7%	7%	-5%	-15%	0.6%
CCCCNC(=O)c1ccc(S(=O)(=O)c2ccc(Cl)cc2)c(NC(C)=O)c1	-9%	-3%	0%	0%	i
Cc1nc(SCC(=O)NCc2ccco2)[nH]c(=O)c1C	3%	6%	3%	-2%	i
COc1ccc(CNc2nc3nc(C)c(Cl)c(C)n3n2)cc1OC	1%	2%	-4%	2%	3.1%
CC12CCC(C(=O)n3c1nc1ccccc13)C2(C)C (centres undefined)	18%	2%	2%	-10%	i
CC1(OC(=O)C2CCCC2)C(=O)C=C2C=C(c3ccsc3)N(C3CC3)C=C2C1=O (centres undefined)	29%	17%	-2%	2%	i	VEEV TC-83 Vero 10K pilot screen=0.1
O=C(CS(=O)(=O)c1ccc(F)cc1)Nc1nnc(-c2ccccc2Cl)o1	51%	-6%	-11%	3%	1.7%
CCC(C)NC(=O)C1=C(C)C(=O)OC12CCC(C)CC2 (centres undefined)	8%	-17%	-4%	6%	1.1%
COc1cc(-c2noc(C)c2/C=C/c2cccc([N+](=O)[O-])c2)cc(OC)c1OC	9%	-2%	2%	6%	2.7%
CCC1CO/C(=C(\C(Cl)=C(Cl)Cl)[N+](=O)[O-])N1 (centres undefined)	-5%	·	-6%	3%	i
FC(F)(F)c1cccc(NC(=S)Nc2ccc(Cl)cc2Cl)c1	31%	0%	?	-3%	13%
COc1ccccc1C(=O)NC(CCSC)C(=O)OC(C)C(=O)NC1CC1 (centres undefined)	-6%	-10%	4%	-5%	0.8%
NC(=O)c1ccsc1NC(=O)COC(=O)c1cc(=O)[nH]c2ccccc12	-2%	-3%	-7%	9%	1.2%
Cc1ccc(-n2ncc3c(NCCCn4ccnc4)ncnc32)c(C)c1	·	2%	-4%	15%	0.4%
O=C(CCS(=O)(=O)c1ccc(F)cc1)Nc1nnc(-c2ccc(F)cc2)o1	?	-5%	46%	10%	1.2%
CCn1ncc([N+](=O)[O-])c1C(=O)NC1CCCCC1	-21%	3%	0%	-11%	0.3%
O=C(CN1C(=O)C(=O)N(C2CCCC2)C1=O)Nc1ccc(Cl)cc1C(F)(F)F	-6%	-2%	-3%	·	0.1%
O=C(N/N=C\CCc1ccccc1)c1ccco1	57%	-3%	-3%	2%	2.6%
O=C(CN1CCN(C(=O)c2c(F)cccc2F)CC1)Nc1ccccc1F	-18%	-4%	-12%	16%	i
Cc1ccn(CCC(=O)NC2CCCc3c2cnn3-c2cccc(C)c2C)n1 (centres undefined)	28%	-16%	-1%	-1%	i
O=C(N/N=C\c1ccc[nH]1)C1COc2ccccc2O1 (centres undefined)	?	-20%	2%	2%	0.2%
Cc1cccc(CSc2nc3[nH]ncc3c(=O)[nH]2)c1	-12%	7%	0%	-11%	1.8%
O=C(OCCN1CCOCC1)C(c1ccccc1)c1ccccc1	1%	3%	-4%	4%	i
COc1cccc(C2CCCN2Cc2nc(CCC(C)C)no2)c1 (centres undefined)	11%	7%	2%	9%	1.6%
Cc1ccc(N(CC(=O)NCCc2ccc(F)cc2)S(=O)(=O)c2ccc(Cl)c([N+](=O)[O-])c2)c(C)c1	27%	8%	5%	-2%	>25µM*
CC(=O)C1=C(C)OC(N)=C(C#N)C1c1cccc2ccccc12 (centres undefined)	13%	-21%	3%	4%	i
CCCCn1c2c(c(=O)n(C)c1=O)C(c1ccc(OC)cc1)N1CCCCCC1=N2 (centres undefined)	54%	16%	-9%	-1%	6.8%
CSC1=NC(=O)/C(=C\c2cccc3ccccc23)S1	?	4%	-4%	16%	4.2%
N/C(=N\OC(=O)Cc1ccccc1[N+](=O)[O-])c1cccc(Br)c1	29%	-1%	64%	13%	5.9%
CCOC(=O)C(=O)N1CCN(c2nc(-c3ccc(Cl)cc3)cs2)CC1	?	0%	?	-4%	i
CC(=O)c1ccc(NS(=O)(=O)c2c(C)cc(C)cc2C)cc1	9%	2%	2%	3%	0.7%
CCOc1ccc(N(CC(=O)NC2CCCCC2)C(=O)Cn2nnc(-c3ccc(C)o3)n2)cc1	·	3%	·	·	0.3%

Among those listed so far, these have a COOH group.
SMILES	M. tuberculosis	influenza NS1A	H37Rv inhibition	PhoP GFP inhibition	VEEV TC-83 Vero	others
C/C=C(\C)C(=O)OC1CC(C)(C)C[C@H]2C3=CC[C@@H]4[C@@]5(C)CCC(O[C@@H]6O[C@@H](C(=O)O)[C@@H](O)C(O[C@@H]7OC[C@H](O)[C@@H](O)[C@@H]7O[C@@H]7OC(CO)C(O)[C@@H](O)[C@@H]7O)C6O[C@@H]6OC(CO)C(O)C(O)C6O)[C@@](C)(CO)[C@@H]5CC[C@]4(C)[C@]3(C)CC(O)[C@@]12CO (some centres undefined)	0%	-14%	-7%	·	i
O=C(NC(Cc1cnc[nH]1)C(=O)O)c1ccccc1 (centres undefined)	-2%	13%	-3%	-2%	0.2%

Further results.
SMILES	M. tuberculosis	influenza NS1A	H37Rv inhibition	PhoP GFP inhibition	VEEV TC-83 Vero	others
CC1CC(C)CN(c2cc3c(cc2[N+](=O)[O-])C(=O)N(c2ccccc2)C3=O)C1 (centres undefined)	-18%	-8%	4%	-7%	3.0%
CCOC(=O)C1(Cc2ccccc2)CCN(Cc2cn(CC(=O)OC)c3ccccc23)CC1	21%	15%	10%	-4%	i
COc1ccccc1C(C)NC(=O)CCC(=O)N1CCN(S(=O)(=O)c2ccc(Cl)cc2)CC1 (centres undefined)	·	-4%	·	·	3.1%
Cc1ccc2nc3cc([N+](=O)[O-])cc([N+](=O)[O-])c3cc2c1	·	20%	·	·	i
COc1ccccc1CNC(=O)COC(=O)c1cc(S(=O)(=O)N2CCOCC2)ccc1Cl	1%	-1%	2%	7%	1.4%
O=C(COC(=O)c1ccc(Br)o1)NC1CCCc2ccccc21 (centres undefined)	74%	-5%	2%	·	2.7%
CCCNC(=O)Cn1c(=O)n(C)c2ccccc21	3%	-3%	-3%	-12%	3.3%
Cc1cccc(Cn2c(=O)oc3ccc(C)cc32)c1	35%	-6%	1%	4%	0.4%
COc1cc(CN2CCNC(=O)C2CC(=O)N2CCCN(C(C)=O)CC2)cc(OC)c1 (centres undefined)	2%	-3%	4%	-7%	1.2%
COC(=O)c1c(C)noc1-c1snnc1C	-5%	·	0%	-12%	i
COc1c(Br)cc([N+](=O)[O-])c(OC)c1C(=O)NC(=O)Nc1cc(Cl)cc(Cl)c1	-6%	-6%	-7%	8%	1.8%
Cn1nc(N2CCN(S(=O)(=O)c3ccccc3)CC2)c(=O)n(C)c1=O	6%	-14%	-5%	·	1.0%
CC(=O)Nc1cc(NC(C)=O)ncn1	-7%	4%	1%	-10%	0.2%
O=C(NC(=S)N1CCCC(C(F)(F)F)C1)c1ccc(F)cc1 (centres undefined)	76%	-2%	?	-6%	1.4%
O=S(=O)(c1cccc(C(F)(F)F)c1)N1CCN(C(=S)NC2CC2)CC1	4%	-22%	0%	-7%	2.5%
Cc1c(CNCCc2ccc(Cl)cc2)c(C(=O)O)c(C)n1-c1ccccc1	·	-1%	·	·	1.6%

Structures from the list above that contain fluorine (nine):
SMILES	M. tuberculosis	influenza NS1A	H37Rv inhibition	PhoP GFP inhibition	VEEV TC-83 Vero	others
O=C(c1cnc2ccccc2n1)N1CCN(c2ccc(C(F)(F)F)cn2)CC1	12%	8%	7%	3%	1.9%
O=C(CS(=O)(=O)c1ccc(F)cc1)Nc1nnc(-c2ccccc2Cl)o1	51%	-6%	-11%	3%	1.7%
FC(F)(F)c1cccc(NC(=S)Nc2ccc(Cl)cc2Cl)c1	31%	0%	?	-3%	13%
O=C(CCS(=O)(=O)c1ccc(F)cc1)Nc1nnc(-c2ccc(F)cc2)o1	?	-5%	46%	10%	1.2%
O=C(CN1C(=O)C(=O)N(C2CCCC2)C1=O)Nc1ccc(Cl)cc1C(F)(F)F	-6%	-2%	-3%	·	0.1%
O=C(CN1CCN(C(=O)c2c(F)cccc2F)CC1)Nc1ccccc1F	-18%	-4%	-12%	16%	i
Cc1ccc(N(CC(=O)NCCc2ccc(F)cc2)S(=O)(=O)c2ccc(Cl)c([N+](=O)[O-])c2)c(C)c1	27%	8%	5%	-2%	>25µM*
O=C(NC(=S)N1CCCC(C(F)(F)F)C1)c1ccc(F)cc1 (centres undefined)	76%	-2%	?	-6%	1.4%
O=S(=O)(c1cccc(C(F)(F)F)c1)N1CCN(C(=S)NC2CC2)CC1	4%	-22%	0%	-7%	2.5%

Screening data (PubChem BioAssay)
